# Source: PubChem
# FUS yeast rescue = rescues growth of FUS-expressing yeast; S. cerevisiae FUS-expressing, growth rescue, OD600, 24 h; Potency, µM (titrated, usually from 76.6 µM), for inactives: at the top dose growth rescue (activation), usual class: activators; 0.24% of 390,000 active; AID 1347120;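 also: potency is read from the fitted curve at half-maximal effect; plate controls were DMSO vehicle for no effect and reference control for full effect; nearly all actives have a fitted effect of over 55% in size; some results filed as inactive show a strong effect at the top dose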
#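 S. cerevisiae expressing FUS from galactose induction served as the toxicity model. Growth after 24hr at 30C, read as absorbance at 600 nm, indicates suppression of toxicity; compounds dosed at several concentrations.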
# TDP43 rescue = inhibitors of TDP-43 toxicity in yeast; 1.8% of 410,000 active; Potency, µM (top dose mostly 46.1 µM), without a hit: at the top dose growth rescue (activation), hits mostly activators; TDP-43 expressing yeast growth rescue, BacTiter-Glo, 24 h; also: potency is read from the fitted curve at half-maximal effect; % of control where 0% means no effect; nearly all actives have a fitted effect of over 50% in size
#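 Yeast expressing TDP-43 (pregrown in raffinose, seeded at OD600=0.02 in galactose medium) exposed to compounds 24 hr at 30 deg C. Growth read by BacTiter-Glo luminescence; rescue of toxicity appears as increased signal.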
# D3 antag = blocks the human D3 dopamine receptor; P35462; max response, negative = inhibition, %; 2.5% of 360,000 active; D3R cells, DiscoveRx beta-arrestin luminescence, antagonist mode; hits give low values; in the data active = max response below about -50%; inconclusive = no clear call, values can overlap the other calls; also: % is scaled to controls: 0 for no effect and ±100 for the full control effect; mostly tested at two doses, the higher about 12 µM
# Target sequence (P35462 whole entry, looked up): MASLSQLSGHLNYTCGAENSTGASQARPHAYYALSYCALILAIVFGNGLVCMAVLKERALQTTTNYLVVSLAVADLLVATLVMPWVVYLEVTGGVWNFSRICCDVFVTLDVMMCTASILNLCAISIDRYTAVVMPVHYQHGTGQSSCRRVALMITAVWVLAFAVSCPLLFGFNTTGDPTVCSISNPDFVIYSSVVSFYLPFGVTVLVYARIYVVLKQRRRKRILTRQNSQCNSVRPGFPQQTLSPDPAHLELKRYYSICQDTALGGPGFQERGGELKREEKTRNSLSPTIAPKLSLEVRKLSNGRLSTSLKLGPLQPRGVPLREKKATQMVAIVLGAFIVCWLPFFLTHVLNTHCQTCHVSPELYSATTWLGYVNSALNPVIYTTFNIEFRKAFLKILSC
#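 Cells plated overnight at 1500 cells/well, then exposed to library compounds with dopamine controls for 90 minutes at 37 degrees C. DiscoveRx reagent added for 30–60 minutes at room temperature; luminescence read, quantitative HTS format.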
# D3 ag = activates the human D3 dopamine receptor | D3R DiscoveRx beta-arrestin cells, luminescence, 90 min | max activation, % | AID 652048 | P35462 | 0.58% of 410,000 active; in the data active = max activation above about 30%; also: 0% is about no effect; mostly tested at two doses, the higher about 12 µM
#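 Cells at 1500/well, incubated overnight, then treated with pinned compounds (dopamine as control) for 90 min at 37 degrees C. DiscoveRx reagent added for 30 - 60 minutes at room temperature; luminescence read.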
# EPAC2 antag = EPAC2 (human) antagonism. Q8WZA2. EPAC2 GEF exchange of Rap1B-BODIPY-GDP, fluorescence. Potency, µM (highest dose often 114 µM), for the others: at the top dose activity, negative = inhibition, most hits filed as inhibitors. 0.18% of 360,000 active. AID 720708; also: potency is read from the fitted curve at half-maximal effect; % is scaled to controls: 0 for no effect and ±100 for the full control effect; nearly all actives have a fitted effect of over 45% in size; many of its hits are not listed in these tables
# Abeta yeast res = A-beta toxicity reversal in yeast; 0.063% of 410,000 active; yeast expressing A-beta42, growth rescue, OD600, 48 h; response scale: 0% DMSO, 100% iron-clioquinol control; Potency, µM (top dose mostly 46.1 µM), for the others: top-dose growth rescue, most hits filed as activators; also: potency is read from the fitted curve at half-maximal effect; nearly all actives have a fitted effect of over 55% in size
#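 Yeast growth medium received pinned compounds, then yeast cells expressing toxic A-beta were added; plates incubated at 30 C for 48 hr. Growth read as absorbance at 600 nm, normalized to DMSO and equimolar FeCl3 plus clioquinol controls.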
# EPAC2 ag = agonists of human EPAC2 (RAPGEF4). Potency, µM (titrated, usually from 154 µM), for the others: at the highest dose activation, actives largely listed as activators. Q8WZA2. EPAC2 activation, biochemical qHTS; response scale: 100% = 6.5 mM cAMP response. 0.079% of 360,000 active; also: potency is read from the fitted curve at half-maximal effect; nearly all actives have a fitted effect of over 50% in size
#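 Fluorescence exchange assay: 100 nM EPAC2 with 250 nM RAP1B-BODIPY-GDP and 50 uM GDP; compounds tested as a concentration-titration series (qHTS). Loss of Rap1-bound BODIPY-GDP fluorescence read at 480/540 nm; data normalized to 6.5 mM cAMP.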
# aSyn rescue = rescues yeast growth from alpha-synuclein toxicity. AID 652106. Yeast expressing alpha-synuclein, growth rescue, BacTiter-Glo, 24 h. 0.14% of 370,000 active. Potency, µM (top dose mostly 46.1 µM), for the others: at the highest dose growth rescue (activation), most hits filed as activators; also: potency is read from the fitted curve at half-maximal effect; % of control where 0% means no effect; nearly all actives have a fitted effect of over 65% in size
#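 Screening used galactose-induced yeast with toxic alpha-synuclein levels, exposed to compound for 24 hr at 30 deg C. Cell growth, read with BacTiter-Glo luminescence, gave the measured signal.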
# * hit, by the source's call; ? = inconclusive; . = not tested or not shown; [ ] = another dose, or the depositor's remark. Unless noted, calls follow the shape of the dose curve; as a rule, active = well fitted curve in the direction sought with a large enough effect; inconclusive = small, poorly fitted or top-dose-only effect, or another doubt; inactive = no such curve, though single readings can be large; an effect the other way counts as inactive or inconclusive. This is a subset (hit frequency here may not be typical).
# Results follow in this order: TDP43 rescue	aSyn rescue	FUS yeast rescue	D3 ag	Abeta yeast res	D3 antag	EPAC2 antag	EPAC2 ag
1) C/C=C(\C)CN1CCC(n2nccc2NC(=O)CCOc2ccccc2)CC1
  -8.2%	0.2%	13.7%	-4.0	5.7%	-2.5	-23.8%	3.2%
2) O=C(O)CC1c2ccccc2CCN1C(=O)Nc1cc(Cl)ccc1Cl (stereo not given)
  6.3%	.	10.3%	-13.4	-0.6%	.	.	.
3) COc1ccc(Cn2c(=O)c3oc4ccccc4c3n(Cc3cccc(C(F)(F)F)c3)c2=O)cc1
  8.2%	.	5.2%	-6.9	-8.7%	.	.	.
4) O=C(NC1CCCCC1)C(c1ccc(C(F)(F)F)cc1)n1c(=O)c(-c2ccco2)nc2ccccc21 (stereo not given)
  15.2%	-2.6%	?	-3.5	-0.4%	-26.3	41.6%[activator]	-17.7%
5) COC(=O)Cc1ccc(OCC(=O)Nc2ccc(OC(F)(F)F)cc2)cc1
  13.3%	0.5%	7.5%	0.4	9.4%	-1.2	-20.6%	-4.0%
6) CN1c2ccccc2N(C)C1(C)c1ccccc1
  5.9%	-42.4%[inhibitor]	22.7%	7.8	-27.3%	4.8	-12.2%	-4.3%
7) O=C(Nc1ccccc1C(=O)NCC1CCCO1)c1ccccc1F (stereo not given)
  20.4%	-14.6%	-3.1%	6.7	6.8%	15.9	8.1%	-1.5%
8) COc1ccc(C(=O)C2CCCN(C(=O)c3cccnc3OC)C2)cc1F (stereo not given)
  -12.8%	2.4%	5.9%	-5.1	-16.4%	7.6	-3.4%	-1.8%
9) O=C1C=C(c2ccc3[nH]ccc3c2)C[C@@H](c2ccc(F)cc2)C1
  ?	?	37.6%	7.4	-0.5%	0.0	12.4%	1.2%
10) O=C(CSc1nnc(-c2ccncc2)s1)Nc1ccc(Cl)c(C(=O)O)c1
  4.3%	4.3%	-11.8%	6.5	-1.5%	-4.9	4.7%	1.6%
11) COCCCN(C(=O)c1ccccc1)c1nc(-c2ccc(OC)cc2)cs1
  11.6%	0.3%	30.2%	-1.3	11.5%	-26.0	-5.9%	23.4%
12) NN1C(=O)c2cccc3c(C(=O)O)ccc(c23)C1=O
  -16.2%	-3.7%	.	-5.8	0.0%	-14.0	5.1%	14.7%
13) O=C(c1ccc(Br)cc1)N1CCC(c2nc3ccccc3s2)CC1
  -37.4%[inhibitor]	.	55.4%	-1.6	-63.5%[inhibitor]	.	.	.
14) CCOP(=O)(OCC)C(NC(C)=O)C(=O)c1ccccc1 (stereo not given)
  -1.8%	-15.5%	-23.8%	1.4	0.5%	6.4	1.9%	4.4%
15) Cc1ccc(C)c(S(=O)(=O)N2CCN(Cc3cc4c(cc3O)OCO4)CC2)c1
  24.6%	12.0%	.	-1.8	18.4%	-1.4	-6.6%	5.7%
16) N#CCCC1(CCC#N)c2ccccc2C(=O)c2ccccc21
  5.6%	-5.7%	-14.0%	-2.8	-24.8%	-22.8	-1.1%	9.2%
17) O=C(O)c1ccccc1C(=O)N1CCN(S(=O)(=O)c2cccc(C(F)(F)F)c2)CC1
  -3.5%	5.1%	-7.7%	12.8	3.2%	7.8	6.6%	7.0%
18) CCOCCCNC(=O)Cn1ncc2c(=O)oc3ccccc3c21
  ?	0.5%	-25.6%	2.6	0.0%	10.1	0.7%	5.9%
19) C=CCN1C(=O)c2ccc(C(=O)N3CCN(S(=O)(=O)c4cccc(Cl)c4)CC3)cc2C1=O
  -10.4%	14.5%	31.3%	1.4	-17.7%	-2.2	3.4%	11.1%
20) CCc1cccc(NC(=O)Cn2c(C(=O)OC)cc3sc(Cl)cc32)c1
  9.4%	.	3.9%	3.7	-2.0%	.	.	.
21) Cc1cc(C(F)(F)F)c2c(N)c(C(=O)NC3CC3)sc2n1
  -1.9%	9.3%	-6.0%	-12.5	-4.2%	-15.1	4.3%	0.2%
22) CC(=O)Nc1ccc(Nc2nccc(C)n2)cc1
  23.1%	-7.3%	-27.4%	-4.9	-13.2%	?	5.9%	12.7%
23) Cc1cc(=O)oc2cc(OCC(=O)Nc3ccccc3C(N)=O)c(Cl)cc12
  3.5%	-2.1%	10.1%	5.7	-1.5%	18.5	6.3%	-5.7%
24) CC(C)(C)NC(=O)C1CCN(C(=O)c2ccc(-c3ccccc3)cc2)CC1
  2.4%	-3.3%	24.9%	-9.7	-13.7%	8.6	6.8%	-1.7%
25) COc1cc(OC)c(C2C(C#N)=C(N)OC3=C2C(=O)CC(C)C3)cc1OC (stereo not given)
  10.6%	-1.5%	18.9%	-1.8	3.0%	20.5	-4.3%	-8.4%
26) COc1ccc(S(=O)(=O)Oc2ccc(C(=S)N3CCOCC3)cc2OC)cc1
  ?	4.5%	17.7%	2.6	6.1%	14.3	-2.1%	5.8%
27) CN(CC(=O)Nc1ccc(Cl)c(Cl)c1)CC(=O)Nc1ccc2c(c1)OCO2
  ?	2.1%	17.6%	3.2	13.1%	29.4	-4.9%	14.1%
28) CS(=O)(=O)NCC(c1ccco1)N1CCN(c2ccccc2)CC1 (stereo not given)
  -16.6%	.	6.9%	-17.7	-10.6%	.	.	.
29) O=C(c1ccc2c(=O)n3c(nc2c1)CCCCC3)N1CCN(c2ccc(Cl)cc2)CC1
  21.2%	0.9%	?	-1.6	-0.2%	5.7	-12.9%	-1.0%
30) COc1ccc(S(=O)(=O)N(CC(=O)NC2CCCCC2)c2ccc(F)cc2)cc1
  9.8%	1.4%	22.0%	-3.4	6.6%	6.0	-3.9%	-5.6%
31) Cc1ccc(-c2noc(=O)n2CC(=O)Nc2ccc(S(=O)(=O)NC3CC3)cc2)cc1
  -13.7%	1.4%	18.4%	-6.3	10.6%	11.9	-9.1%	11.9%
32) O=C(c1ccc(-c2ccc(Cl)cc2)o1)N1CCN(S(=O)(=O)c2cccs2)CC1
  ?	7.1%	36.5%	2.8	3.0%	24.8	-7.2%	7.8%
33) Cc1ccc(S(=O)(=O)N2CCN(C(=O)c3nn(C(C)C)c(=O)c4ccccc34)CC2)cc1C
  9.0%	-11.0%	-11.6%	-2.6	-20.0%	0.0	-7.8%	6.1%
34) Cc1cnc(NC(=O)C2CC(=O)N(c3ccc4c(c3)OCCO4)C2)s1 (stereo not given)
  0.8%	-0.5%	.	4.0	11.0%	18.8	-0.3%	0.1%
35) Cc1ccc(N2C(=O)C(c3c(C)[nH]n(-c4ccccc4)c3=O)(C(F)(F)F)C3=C2CC(C)(C)CC3=O)cc1 (stereo not given)
  20.7%	-11.2%	29.7%	2.8	-3.6%	-74.9*	-2.8%	1.0%
36) O=C(Nc1ccc(C(=O)O)cc1)/C(=C\C=C\c1ccccc1)NC(=O)c1ccc(Br)cc1
  -5.6%	2.5%	22.3%	1.9	-12.4%	6.2	?	5.7%
37) O=C(NCc1ccc2c(c1)OCO2)C1CCN(C(=O)Nc2ccc(Cl)cc2)CC1
  -8.3%	4.4%	22.1%	11.5	20.1%	21.8	-1.4%	2.1%
38) O=C(C1CC1)N1CCc2[nH]c3ccccc3c2C1
  6.7%	-10.9%	7.5%	-7.8	-5.5%	6.6	-0.4%	2.3%
39) O=C(Nc1ccc(Cl)c(Cl)c1)c1ccc(Cn2cc(Cl)cn2)cc1
  27.4%	7.0%	8.0%	-0.2	-2.8%	16.0	-12.8%	12.4%
40) Cc1cccc(/C=C2\Sc3ccc(C(=O)N4CCC(C(N)=O)CC4)cc3N(C)C2=O)c1
  -6.8%	-4.0%	21.8%	-1.1	-2.7%	-3.7	-4.4%	7.0%
41) COC(Cn1c(-c2cccc(S(=O)(=O)N(C)C)c2)n[nH]c1=S)OC
  -13.2%[9.22 µM]	-2.7%	11.4%	-13.0	-11.0%	-17.2	7.3%	5.6%
42) CC(C)Oc1ccc(C(=O)N(Cc2ccco2)Cc2cccs2)cc1
  12.6%	.	28.5%	0.3	13.7%	.	.	.
43) N#Cc1ccccc1NC(=O)Nc1cccs1
  5.6%	0.6%	-5.3%	0.2	5.3%	-3.5	6.6%[57.1 µM]	14.8%
44) CC1CCN(C(=O)Nc2ccc3nsnc3c2)CC1
  12.0%	-0.5%	-11.7%	1.7	21.2%	17.0	1.7%	4.4%
45) O=C(NCCc1nc(-c2ccc(F)cc2)no1)c1ccc(F)cc1
  10.8%	-1.1%	-37.9%	-9.7	-10.9%	4.3	16.3%	-3.6%
46) CCOc1ccccc1NC(=O)CNC(=O)Cc1ccccc1
  9.8%	4.7%	19.9%	-2.2	12.3%	-4.2	2.3%	8.9%
47) CCCCN1C[C@H](c2ccc(Br)cc2)[C@@H](CC(=O)Nc2ccc(Br)cc2)C1=O
  27.0%	-2.5%	7.4%	1.0	3.1%	24.8	-3.2%	18.8%
48) N#Cc1ccccc1/C=C/C(=O)N1CCOCC1
  -3.9%	-0.5%	4.2%	5.3	-1.8%	2.5	10.1%	7.8%
49) Cc1c(NC(=O)c2cc(=O)c3ccccc3o2)c(=O)n(-c2ccccc2)n1C
  22.7%	.	-13.6%	5.5	-1.0%	.	.	.
50) O=C(CSc1nc2c([nH]c3ccccc32)c(=O)n1-c1cccc(Cl)c1)NCc1ccccc1
  14.7%	0.8%	-12.1%	1.0	-5.8%	.	.	.
51) CCN(C(=O)CO/N=C/c1ccc(OC)cc1OC)c1c(N)n(Cc2ccccc2)c(=O)[nH]c1=O
  6.6%	-4.0%	9.6%	2.4	5.1%	-8.5	-2.8%	1.3%
52) COc1ccc(OC)c(S(=O)(=O)N2CCC(C(=O)NC3CCCCCC3)CC2)c1
  -19.3%	27.8%	35.4%	-11.2	-14.1%	-14.0	3.6%	5.4%
53) Cc1c(C(N)=O)nnn1-c1ccc(Br)cc1
  14.1%	.	-19.5%	2.9	-24.3%	.	.	.
54) O=C(Nc1ccccc1NS(=O)(=O)c1ccc(F)cc1)C1CCCC1
  -27.5%[9.22 µM]	-2.7%	15.8%	-6.5	-10.0%	-4.2	13.7%	5.0%
55) COc1ccccc1N1CCN(C(=O)c2ccc3[nH]c4c(c3c2)CCCC4)CC1
  ?	?	?	-0.4	-21.6%	?	-21.2%	9.1%
56) CCC(C)(C)n1nnnc1C(c1ccccn1)N1CCOCC1 (stereo not given)
  -15.0%	-4.5%	-9.5%	-8.5	-4.8%	-5.8	1.6%	10.8%
